S2 tox: cell viability loss in ATXN counter-screen; Potency, µM (titrated, usually from 56.7 µM), actives largely listed as cytotoxic; AID 651635; S2 cells (HEK-293 line with an ATXN2-luciferase reporter) viability, CellTiter-Fluor protease fluorescence, 24 h; 400,000 tested, 0.49% active; note: potency is the fitted concentration of half-maximal effect; nearly all actives have a fitted effect of over 40% in size
ATXN2 expr inh: inhibitors of ATXN2 expression; HEK-293 ATXN2-luciferase reporter, luminescence, 24 h; 360,000 tested, 0.72% active; Potency, µM (top dose mostly 57 µM), for inactives: at the top dose activity change, negative = inhibition, hits mostly inhibitors; note: potency is the fitted concentration of half-maximal effect; % is set by controls: 0 for no effect and ±100 for the full control effect; nearly all actives have a fitted effect of over 55% in size
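ATXN2-luciferase reporter cells (luciferase flanked by upstream and downstream ATXN2 gene portions) were treated 24 h at 37 °C with compounds at up to 57 uM. SteadyGlo luminescence gave expression; GF-AFC fluorescence gave viability.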
HT1080 IDH1KD tx: HT-1080 IDH1 knockdown cell toxicity (counter line); HT-1080 IDH1 knockdown viability, ATP luminescence, 48 h; Potency, µM (doses to about 46.1 µM), for the others: top-dose activity, negative = toxicity, actives largely listed as cytotoxic; 360,000 tested, 2% active; AID 686971;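 note: potency is the fitted concentration of half-maximal effect; 0% = DMSO wells and -100% = cell-free medium wells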
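Viability of IDH1-knockdown HT-1080 fibrosarcoma cells was assessed by CellTiter-Glo after 48 h at 37 °C with titrated compound; concentration-effect curves were classified by fit quality and response size.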
IL1B secr inh: inhibitors of inflammasome signaling (IL-1 beta secretion) | THP-1 LPS/ATP IL-1B secretion, AlphaLISA, 16 h; stronger effect = lower value | activity change, % at 57.5 µM | 360,000 tested, 4.7% active; in the data active = activity change below about -50%; inconclusive = mostly about -30% to -49%; note: % is set by controls: 0 for no effect and ±100 for the full control effect
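THP-1 cells pretreated 1 hr with compounds (up to 57.5 uM final), then stimulated with LPS (250 ng/mL final) plus ATP (1.25 mM final); secreted IL-1B measured by AlphaLISA after 16 hr, decreased signal indicating inhibition.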
KB-V1 MDR tox: KB-V1 MDR subline cytotoxicity | KB-V1 MDR cells viability, CellTiter-Glo, 72 h | Potency, µM (series often up to 46.1 µM), without a hit: at the highest dose activity change, negative = cytotoxicity, usual class: cytotoxic | 400,000 tested, 3.4% active | AID 1347076; note: potency is the fitted concentration of half-maximal effect; % is set by controls: 0 for no effect and ±100 for the full control effect; nearly all actives have a fitted effect of over 60% in size
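Potencies derive from concentration-effect curves fitted to normalized luminescence (CellTiter-Glo) of KB-V1 cells treated for 72 h at 37 degrees C in phenol-red-free DMEM containing 10% FBS.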
HT1080-NT tox: kills 2HG-producing HT-1080-NT fibrosarcoma cells | HT-1080-NT fibrosarcoma viability, CellTiter-Glo ATP luminescence, 48 h | Potency, µM (top dose mostly 46.1 µM), inactives show top-dose activity, negative = less viability, actives largely listed as cytotoxic | 360,000 tested, 1.6% active;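 note: NT is the 2HG producing partner of a matched IDH1 knockdown line; potency is the fitted concentration of half-maximal effect; 0% = DMSO-treated cells and -100% = media-only wells without cells; nearly all actives have a fitted effect of over 55% in size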
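A 48-hour cytotoxicity screen used HT-1080-NT cells plated 2 hours before compound delivery. ATP-based CellTiter-Glo luminescence measured viability, normalized to DMSO and no-cell controls.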
KB-3-1 cytotox: kills parental KB-3-1 adenocarcinoma cells; KB-3-1 viability, CellTiter-Glo ATP luminescence, 72 h; Potency, µM (doses to about 46.1 µM), without a hit: top-dose activity change, negative = cytotoxic, most hits filed as cytotoxic; 400,000 tested, 1.4% active; AID 1347075; note: potency is the fitted concentration of half-maximal effect; % is set by controls: 0 for no effect and ±100 for the full control effect; nearly all actives have a fitted effect of over 60% in size
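72 h, 37 °C compound treatment of KB-3-1 parental cells; CellTiter-Glo added, 10 min, luminescence read. Data corrected against DMSO-only plates and normalized before curve fitting.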
SW480 rereplic: DNA re-replication induction in SW480 cells | SW480 DNA re-replication, Hoechst DNA content imaging, 48 h | 340,000 tested, 1.8% active | Potency, µM (highest dose often 46.1 µM), for the others: at the highest dose re-replication activation, usual class: activators; note: potency is the fitted concentration of half-maximal effect; % of control where 0% means no effect; nearly all actives have a fitted effect of over 55% in size
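Quantitative HTS format with DMSO vehicle controls; 48 hr drug incubation at 37 C, then 40 min Hoechst staining and scanning imager measurement at 405 nm excitation.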
MCF10A rereplic: DNA re-replication induction in MCF 10a cells; MCF 10A DNA re-replication, Hoechst nuclear intensity, 48 h; Potency, µM (top dose mostly 46.1 µM), inactives show top-dose activity, positive = re-replication, most hits filed as activators; 350,000 tested, 2.9% active; note: potency is the fitted concentration of half-maximal effect; % of control where 0% means no effect; nearly all actives have a fitted effect of over 50% in size
The depositor's hits bear a star; i = inactive; u = inconclusive; x = not tested or not shown; & = joins results of further samples; [ ] = dose if it differs, or a comment. Unless noted, calls come from the whole dose curve; as a rule, active = well fitted curve in the direction sought with a large enough effect; inconclusive = small, poorly fitted or top-dose-only effect, or another doubt; inactive = no such curve, though single readings can be large; an effect the other way counts as inactive or inconclusive.

SMILES | S2 tox | ATXN2 expr inh | HT1080 IDH1KD tx | IL1B secr inh | KB-V1 MDR tox | HT1080-NT tox | KB-3-1 cytotox | SW480 rereplic | MCF10A rereplic
COC(=O)c1cc(S(=O)(=O)NCc2cc(OC)c(OC)c(OC)c2)cn1C | u | 0.0% | 5.9% | -7.1 | -8.9% | 7.5% | -3.7% | -10.1% | -7.9%
Cc1ccc2oc3ccccc3c(=O)c2c1 | i | 34.6% | 13.8% | -0.7 | 0.0% | 23.9% | 0.0% | 3.3% | -10.0%
O=c1[nH]cc(S(=O)(=O)N2CCN(c3ccc(F)cc3)CC2)c(=O)[nH]1 | i | x | -2.2% | 6.4 | u | 0.3% | 1.4% | x | x
C=CCNC(=O)c1onc(CSc2cccc3ccccc23)c1C(=O)O | i | -6.6% | -7.0% | 34.2 | -12.4% | -4.4% | 0.0% | -43.6%[inhibitor] | -32.0%[inhibitor]
CCOC(=O)CSc1nc2c(sc(=S)n2-c2ccccc2OC)c(=O)n1Cc1ccco1 | i | -7.2% | -0.4% | 9.9 | 9.2µM* | -17.8% | -10.1% | 6.5% | 4.4%
CC(=O)c1c(C)oc2ccc(N(C(C)=O)S(=O)(=O)c3cccc4cccnc34)cc12 | i | u | 25.9µM* | -20.6 | u | u | u | u | 9.2%
CCOC(=O)N1CCN(CC(=O)Nc2nc3ccc(OC)cc3s2)CC1 | i | x | 8.3% | 19.3 | -13.5% | 10.5% | -11.5% | -4.0% | 2.1%
NC(=S)NN=Cc1nccc2c(N)cccc12 | x | x | u | 119.9 | -21.8% | u | u | x | x
Cc1cc(-c2ccc(S(=O)(=O)N(C)c3ccc(C)c(C)c3)s2)on1 | u | x | u | 23.7 | 7.31µM* | u | 13µM* | u | 10.3µM*
CCCN1CCC(NC(=O)Nc2ccccc2C(=O)OC)CC1 | i | 0.9% | 13.7% | -2.6 | 5.7% | 4.1% | -0.7% | -10.3% | 1.1%
COc1ccc(/C=C2\N=C3CCCCCN3C2=O)cc1 | i | -16.0% | 16.3% | -8.9 | 18.5% | -2.5% | -11.0% | 19.8% | u
COc1ccccc1CNC(=O)COC(=O)c1ccccc1-c1ccccc1 | i | -7.1% | -2.4% | -83.3* | u | -3.8% | -12.5% | -0.2% | -0.2%
S=c1nc(-c2cc(Cl)cc(Cl)c2)[nH][nH]1 | i | -3.2% | 0.7% | 4.2 | -4.5% | -3.5% | 1.3% | -1.9% | -18.2%
COc1ccc(-c2nc(SCC(=O)Nc3cccc(S(N)(=O)=O)c3)n[nH]2)cc1 | i | -6.8% | -0.5% | 36.9 | 21.9% | -5.8% | 5.5% | -23.8% | -35.7%[inhibitor]
O=C(COC(=O)c1ccc(Cl)nc1)Nc1cccnc1Cl | i | 2.1% | 10.5% | -9.2 | -1.6% | 0.8% | 1.9% | -2.6% | 0.5%
O=C(CSc1nnc(Cn2nnc3ccccc32)o1)Nc1cccc(Cl)c1 | i | 42.4%[activator] | 13.7% | 16.6 | 1.6% | 15.4% | 2.7% | -3.2% | 8.4%
COCCOC(=O)C1=C(C)Nc2nc(C)nn2C1c1ccc(F)cc1 (stereo not drawn) | i | -0.7%&2.5% | 11.2%&3.2% | -11.5&11.9 | -3.7%&3.4% | 14.9%&18.0% | 25.6%&16.6% | -6.6%&-2.0% | -11.7%&-1.8%
CC(=O)Nc1ccc(CNc2nc(NCC3CC3)nc3ccsc23)cc1 | i | -12.6% | u | -104.8* | -3.9% | u | -1.4% | x | x
CC1CCN(CC(=O)Nc2cc(C(F)(F)F)ccc2Cl)CC1 | u | 3.3% | 1.7% | 2.9 | -10.5% | 10.6% | -6.1% | -110.3%[inhibitor] | 7.4%
Cc1cc(Cl)ccc1OCCCC(=O)NCCc1nnc2ccccn12 | i | -9.8% | 0.5% | 50.3 | u | 7.0% | -10.4% | 7.7% | -0.5%

Single entries from above.
In KB-3-1 cytotox, O=c1[nH]cc(S(=O)(=O)N2CCN(c3ccc(F)cc3)CC2)c(=O)[nH]1 has 1.4%
In IL1B secr inh, CC(=O)Nc1ccc(CNc2nc(NCC3CC3)nc3ccsc23)cc1 has -104.8*
In HT1080 IDH1KD tx, CCOC(=O)CSc1nc2c(sc(=S)n2-c2ccccc2OC)c(=O)n1Cc1ccco1 has -0.4%
In MCF10A rereplic, COc1ccccc1CNC(=O)COC(=O)c1ccccc1-c1ccccc1 has -0.2%
In KB-V1 MDR tox, CC1CCN(CC(=O)Nc2cc(C(F)(F)F)ccc2Cl)CC1 has -10.5%
In MCF10A rereplic, CCCN1CCC(NC(=O)Nc2ccccc2C(=O)OC)CC1 has 1.1%

Carrying on:
SMILES | S2 tox | ATXN2 expr inh | HT1080 IDH1KD tx | IL1B secr inh | KB-V1 MDR tox | HT1080-NT tox | KB-3-1 cytotox | SW480 rereplic | MCF10A rereplic
CO/N=C/NC(=O)c1c(OC)ccnc1Oc1ccccc1 | i | 1.4% | 0.7% | -15.5 | 22.8% | -13.2% | -2.9% | 4.3% | -1.6%
O=C(NCCCN1CCN(c2ccccc2F)CC1)C1CC(=O)N(C2CCCC2)C1 (stereo not drawn) | u | -6.1% | 7.3% | 11.9 | 10.6% | 6.1% | 2.6% | -6.1% | -3.2%
Cn1c(CCN2CCOCC2)nc2cc(NS(=O)(=O)c3ccccc3)ccc21 | i | 1.6% | -0.4% | -18.5 | u | -6.4% | u | u | -11.1%
CC1C(=O)C(C)(C)C(=O)OC1c1ccc([N+](=O)[O-])cc1 (stereo not drawn) | i | x | 1.3% | -4.3 | 0.0% | -1.8% | 0.6% | -14.7% | -0.4%
Cc1ccc(S(=O)(=O)N2[C@H](c3ccc(Cl)cc3)CC(=O)[C@@H]3CN(S(=O)(=O)c4ccccc4C)[C@H](c4ccc(Cl)cc4)C[C@@H]32)cc1 | u | 1.8% | -20.8% | 31.9 | 2.6% | u | -3.8% | x | x
CC(C)CC(NC(=O)C1CCC(=O)N1C(=O)OCc1ccccc1)C(=O)NC(Cc1ccccc1)C(N)=O (stereo not drawn) | i | 22.2% | -2.4% | 0.4 | u | 10.3% | 17.4% | -25.1% | 0.1%
CC1(C)CC(Cc2cccc(C(F)(F)F)c2)N(C(=O)OC(C)(C)C)C1 (stereo not drawn) | i | 3.3% | -0.6% | -12.7 | 23.8% | 0.7% | u | x | x
CC/C(=N\O)C(C)(C)/[N+]([O-])=C/c1ccc(Br)cc1 | i | 0.5% | -3.3% | -3.6 | -18.5% | 1.4% | -8.6% | -4.8% | -3.3%
O=C(Nc1cccc(Cl)c1)c1ccc(S(=O)(=O)NCC2CCCO2)cc1 (stereo not drawn) | i | u | -22.6% | u | -9.9% | -23.2% | -28.6% | 3.1% | -2.0%
CC(=O)c1cccc(CN2CCC(CO)(Cc3ccccc3)CC2)c1 | i | -12.5% | -4.6% | -0.1 | 15.4% | -2.9% | 27.8% | -1.8% | 1.0%
COc1ccc(C)cc1NC(=O)C(=O)N1CCCC1 | i | -9.9% | 6.8% | x | -16.5% | 16.5% | 0.9% | u | u
COc1cccc(NC(=O)NNC(=O)c2ccc3c(c2)NC(=O)C(C)(C)O3)c1 | i | -27.2% | -2.6% | 10.5 | -6.2% | -1.8% | 2.1% | 1.2% | 9.2%
Cc1ccccc1N1CCN(C(=O)NCc2cccc(Cl)c2)CC1 | i | 5.6% | -0.3% | -21.2 | -15.6% | -9.2% | 4.0% | 8.7% | u
O=C(CSc1ccc(Br)cc1)Nc1cccc(S(=O)(=O)N2CCOCC2)c1 | i | -7.5% | -11.6% | u | -10.3% | -6.1% | 4.5% | 1.8% | u
CN(C)/C(Cn1cncn1)=C1/N=C(c2ccccc2)OC1=O | i | x | 2.0% | -23.7 | -26.2% | 2.9% | -1.0% | 6.3% | 8.6%
Cc1cccc(C)c1OCC(O)CN1CCN(c2ccccc2)CC1 (stereo not drawn) | i | -24.4% | -20.8% | 32.8 | 12.8% | -8.5% | -8.0% | -6.4% | 2.7%
Cc1cccc(N(CC(=O)NC(C)C)C(=O)CCC(=O)Nc2ccccn2)c1 | u | -23.8% | 7.3% | -7.9 | 0.0% | -6.6% | 18.7% | -4.2% | -0.9%
Cc1cc(C(=O)CN2C(=O)c3ccccc3C2=O)c(C)n1C1CC1 | i | 26.7% | 9.6% | -11.5 | 7.9% | 8.8% | 7.4% | 4.2% | 0.3%
COc1ccc(C)cc1NC(=O)Cn1c(=O)oc2ccccc21 | u | -13.3% | -7.5% | -4.1 | -18.8% | 6.7% | 4.0% | 1.6% | 6.9%
CCC(=O)N1c2ccc(S(=O)(=O)N3CCOCC3)cc2CC1C (stereo not drawn) | i | 14.3% | 5.9% | -1.2 | -6.3% | -1.4% | -2.1% | 4.8% | -2.1%
COc1ccc(-c2cn(CCC(=O)NCc3ccc(C)cc3)c(-c3ccncc3)n2)cc1 | i | 4.1% | -7.6% | -13.0 | 12.2% | 3.5% | -6.1% | 2.0% | 10.8%
COc1ccc(CNC(=O)C2CCCN2CCc2ccccc2)cc1OC (stereo not drawn) | i | 3.0% | -9.4% | u | u | 1.0% | -4.0% | -4.6% | u
CC(=O)c1cccc(NS(=O)(=O)c2ccc(N/C=C/C(=O)c3ccc(F)cc3)cc2)c1 | i | -30.7% | u | -75.7* | u | u | 0.0% | u | u
CC1CCCN(Cc2nc3c(c(=O)n(C)c(=O)n3C)n2Cc2ccc(Cl)cc2Cl)C1 (stereo not drawn) | i | 0.2% | x | x | 6.5% | x | 15.6% | x | x

Part of the list above, with tabs.
structure	S2 tox	ATXN2 expr inh	HT1080 IDH1KD tx	IL1B secr inh	KB-V1 MDR tox	HT1080-NT tox	KB-3-1 cytotox	SW480 rereplic	MCF10A rereplic
O=C(Nc1cccc(Cl)c1)c1ccc(S(=O)(=O)NCC2CCCO2)cc1 (stereo not drawn)	i	u	-22.6%	u	-9.9%	-23.2%	-28.6%	3.1%	-2.0%
COC(=O)c1cc(S(=O)(=O)NCc2cc(OC)c(OC)c(OC)c2)cn1C	u	0.0%	5.9%	-7.1	-8.9%	7.5%	-3.7%	-10.1%	-7.9%
